# H37Rv inhibition: M. tuberculosis growth inhibition, HTS (AID 449762); M. tuberculosis H37Rv growth inhibition, 7H9 media; higher % means a stronger effect; inhibition, % at 25 µM; hits with a dose series show IC50 in µM; actives 0.59% (n = 330,000); in the data active = a potency from the dose series; inconclusive = inhibition above about 70% without an active follow-up result;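 note: bacterial growth assessed after seven days of incubation; strong numbers were not always called active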
# influenza NS1A: H1N1 influenza NS1A inhibitors, functional cell based assay (AID 504329); NS1A functional cell-based assay, percent inhibition; higher % means a stronger effect; inhibition, % at 12.5 µM; hits with a dose series show IC50 in µM; actives 0.3% (n = 340,000); in the data active = a potency from the dose series; inconclusive = inhibition above about 27% without an active follow-up result; note: strong numbers were not always called active
# VEEV TC-83 Vero: inhibitors of VEEV TC-83 cytopathic effect, confirmation, Vero cells (AID 588727); Vero cells, VEEV TC-83 cytopathic effect inhibition; higher % means a stronger effect; inhibition, % at 20 µM, or IC50 in µM where a hit was titrated; actives 0.13% (n = 350,000); in the data active = a potency from the dose series; inconclusive = inhibition mostly from about 14% at the one dose, without a potency; inactive = the rest, 99 in 100 with inhibition below about 12%; note: strong numbers were not always called active
# Salmonella PhoP GFP: PhoP regulon inhibitors, Salmonella typhi PhoP promoter GFP reporter, confirmatory (AID 1850); inhibition, % at 50 µM, or IC50 in µM where a hit was titrated; Salmonella Typhi PhoP-promoter GFP reporter, fluorescence, 4 h; higher % means a stronger effect; actives 0.33% (n = 310,000); in the data active = a potency from the dose series; inconclusive = inhibition mostly from about 25% at the one dose, without a potency; inactive = the rest, 99 in 100 with inhibition below about 19%;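 note: 0% = induced wells with vehicle and 100% = uninduced wells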
# M. tuberculosis: growth inhibition of non-replicating M. tuberculosis (AID 488890). Mycobacterium tuberculosis non-replicating, growth inhibition; higher % means a stronger effect. inhibition, % at 25 µM; hits with a dose series show IC50 in µM. actives 0.39% (n = 320,000); in the data active = a potency from the dose series; inconclusive = inhibition mostly from about 82% at the one dose, without a potency; inactive = the rest, 99 in 100 with inhibition below about 76%;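 note: plate controls were DMSO cells for no effect and high antibiotic wells for full effect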
# * marks the source's active call; other numbers are inactive results; i = inactive; ? = inconclusive; . = no result given; & = joins results of further samples. An unsorted share of the library, and some 1.5% of all compounds hit somewhere here.
SMILES,H37Rv inhibition,influenza NS1A,VEEV TC-83 Vero,Salmonella PhoP GFP,M. tuberculosis
CCN(CC)C(=O)c1ccc(COc2ccc(Cl)c(C)c2)o1,4%,4%,i,-3%,75%
CCc1ccc(N2CC(C(=O)Nc3ccccc3F)CC2=O)cc1 (stereo not drawn),3%,-9%,2.1%,6%,14%
CSCC(NS(=O)(=O)c1ccc(C)cc1)C(=O)O (stereo not drawn),-4%,-4%,2.1%,15%,-14%
Cc1ccc(C(=O)NNc2ncnc3c2cnn3C)cc1,-4%,0%,0.5%,0%,-40%
CCNc1nc(Cl)nc(NCCOc2ccc(C)cc2)n1,3%,2%,i,3%,4%
CCC(SC1=NCCS1)C(=O)Nc1ccc(S(N)(=O)=O)cc1 (stereo not drawn),-1%,5%,0.6%,13%,7%
CC(=O)Nc1c(C(=O)C2CC2)oc2ccccc12,-4%,-1%,i,-3%,6%
COc1ccc2c(c1OC)C(=O)N(c1nccs1)C2,4%,-7%,2.7%,-1%,0%
Cn1cccc1/C=C1/C(=O)NC(=S)N(Cc2ccc(F)cc2)C1=O,24µM*,7%,i,23%,6µM*
Cc1cc(C)nc(Nc2ccc(C)c([N+](=O)[O-])c2)n1,24%,-9%,1.2%,5%,14%
Cc1nc([N+](=O)[O-])cn1CC(=O)c1ccc(OC(F)(F)F)cc1,4%,-22%,6.7%,12%,19%
O=C(NC(=S)Nc1ccc(N2CCCC2)cc1)c1ccccc1[N+](=O)[O-],0%,7%,0.4%,-4%,-43%
CNC(=O)C1CC(=O)N(Cc2ccc3c(c2)OCO3)C(=Nc2ccc(F)cc2)S1 (stereo not drawn),-7%,1%,0.1%,6%,-26%
N#Cc1ccccc1OCC(=O)N1CCN(S(=O)(=O)c2ccc(Cl)cc2)CC1,10%,-16%,4.6%,.,-4%
COCCn1c(SCC(=O)Nc2cccc(OC)c2)nnc1-c1ccccc1,-4%,11%,i,-10%&-16%,1%
O=C(CNS(=O)(=O)c1cccc(Cl)c1)Nc1ccc(-c2nc3ccccc3s2)cc1,-3%,1%,3.0%,-13%,4%
Cn1cc(CN2CCC(n3nccc3NC(=O)c3ccccc3Cl)CC2)c2ccccc21,5%,13%,i,-13%,?
CCCOc1ccc2oc(=O)c3c(c2c1)CCCN3C(=O)CN1CCN(C(=O)c2ccco2)CC1,-3%,.,.,7%,17%
Cc1ccccc1OCCNC(=O)CSc1ccc(C(F)(F)F)cc1[N+](=O)[O-],2%,2%,6.2%,0%,-3%
CCc1ccc(C(C)NC(=O)C2CCCC2)cc1 (stereo not drawn),-2%,-2%,2.1%,8%,67%
CC(NC(=O)COC(=O)CN1C(=O)NC2(CCCC2)C1=O)c1ccc(F)cc1 (stereo not drawn),.,-3%,0.4%,.,.
Cc1ccc(NC(=O)c2nc[nH]c2C(=O)N2CCOCC2)c(C(=O)c2ccccc2)c1,2%,11%,2.2%,12%,39%
O=c1cc(-c2ccccc2)[nH]c2cc(F)ccc12,0%,5%,i,-2%,-3%
CCOc1ccc(-c2[nH]ncc2-c2ccc(Cl)cc2)c(O)c1,47µM*,5%,0.8%,-1%,8%
COc1ccc(NC(=O)CN2CCN(C(C)=O)CC2)cc1S(=O)(=O)N1CCOCC1,-7%,1%,0.2%,.,-2%
CCC1=[N+](CC(=O)c2ccc(Br)cc2)CCn2c(C)ccc21,0%,-2%,i,-4%,73%
O=C(Cc1ccc([N+](=O)[O-])cc1)N/N=C/c1cccnc1,-3%,1%,1.0%,0%,-2%
Cc1ccc(CNC(=O)C2CCCN(c3nc(C)cc(C)n3)C2)cc1 (stereo not drawn),2%,-2%,0.6%,-15%,5%
O=C(c1ccco1)N1CCN(c2ccc(Cl)c(Cl)c2)CC1,8%,0%,0.1%,-6%,76%
COc1cccc(C(=O)Nc2ccc(NC(C)=O)cn2)c1,-13%,-1%,0.4%,-6%,32%
O=C1NCCN1CCNS(=O)(=O)c1ccc(F)c(Cl)c1,4%,2%,0.1%,10%,-9%
Cc1ccc(S(=O)(=O)NCCC(=O)OCC(=O)Nc2cccc(S(=O)(=O)NC3=NCCCCC3)c2)cc1,0%,0%,0.1%,-5%,-2%
Cc1cc(OC(=O)c2ccco2)c2c3c(c(=O)oc2c1)CCC3,-3%,-1%,i,-11%,-4%
Nc1nncn1C(=O)c1c(Cl)cccc1Cl,1%,-4%,0.2%,3%,-11%
Cc1ccc(CSc2nnc([C@@H]3CCCN3)o2)cc1,0%,-2%,i,-7%,?
COC(=O)c1cnn2c1C(=O)N(Cc1cccs1)CC2,2%,-1%,10%,14%,1%
Cc1ccc(-c2nnc(NC(=O)c3ccco3)o2)c(C)c1,?,-9%,3.7%,-10%,6.8µM*
COc1ccc(CC(=O)NNC(=O)Cc2ccc(OC)cc2)cc1,-5%,.,.,2%,4%
O=C(OCC(=O)c1ccccc1Cl)C1=NN(c2ccccc2)C(=O)CC1,2%,-1%,8.7%,.,-4%
Cc1nc2cc3nc(C(F)(F)F)[nH]c3cc2[nH]1,3%,-11%,0.7%,-4%,1%
Cc1ccnc(NC(=O)/C=C/c2cccs2)c1,9%,0%,i,-11%,16%
O=C(NCc1ccccc1)C1CCC(=O)N(CCCN2CCCC2=O)C1 (stereo not drawn),5%,5%,0.9%,0%,4%
CC(C)Oc1cccc(C(=O)Nc2ccc(N3CCN(C)CC3)cc2)c1,7%,-2%,0.3%,0%,66%
CS(=O)(=O)N1CCN(c2ccc(NC(=O)COc3ccccc3[N+](=O)[O-])cc2)CC1,10%,-5%,0.9%,-13%,12%
Cc1c(C(=O)N2CCCCC2)c(S(=O)(=O)N2CCN(c3ccc(Cl)cc3)CC2)c(C)n1C,-4%,10%,2.0%,0%,18%
CC(C)(C)NC(=O)C(c1ccccn1)N(C(=O)C1CSC(=O)C1)c1ccccc1F (stereo not drawn),-3%,1%,0.1%,3%,5%
Cc1csc(NC(=O)c2cccnc2)n1,-2%,1%,1.2%,-3%,-3%
C[N+](C)(C)C[C@H](O)CC(=O)O,-6%,0%,i,-20%,-7%
CCC(=O)c1cc(F)ccc1OCC(=O)N1CCN(c2ccc(F)cc2)CC1,4%,-4%,i,-14%,37%
CCOC(=O)c1c(S(=O)(=O)N2CCC(C)CC2)c(C)n(C)c1C,0%,-4%,22%,-4%,-4%
CCOC(=S)N/C(=N\S(C)(=O)=O)c1ccccc1,-12%,11%,0.7%,-4%,10%
Cc1cc(-c2cc(-c3ccccc3)on2)nc(NCC2CC2)n1,1%,17%,0.5%,-9%,-3%
CCOC(=O)C1(Cc2ccccc2C)CCCN(C(=O)c2ccc(OC)o2)C1 (stereo not drawn),-5%,-2%,2.8%,-8%,13%
O=C(Nc1cccc(-c2csc(Nc3ccccc3)n2)c1)c1cc([N+](=O)[O-])cc(C(F)(F)F)c1,0%,-8%,2.5%,-13%,0%
Cc1ccc(O)c(NC(=O)c2cc(-c3ccco3)on2)c1,2%,10%,2.5%,9%,22%
COc1cc(/C=N\NC(=O)c2ccc(C)nc2)ccc1OC(=O)c1cccc(F)c1,12%,4%,i,5%,.
Cc1ccc(C)c(OCCCC(=O)O)c1,-1%,-2%,3.5%,-3%,10%
CC(C)N(C(=O)C1CC(=O)OC12CCCCC2)C(C)C (stereo not drawn),2%,1%,1.7%,-4%,2%
Cc1csc(=O)n1CCC(=O)OC(C)C(=O)NCc1ccccc1 (stereo not drawn),1%,6%,i,.,-1%
CCOc1ccc(CN2CCC(n3nccc3NC(=O)CCCc3ccccc3)CC2)cc1,3%,17%,i,-38%,35%

# Continued.
SMILES,H37Rv inhibition,influenza NS1A,VEEV TC-83 Vero,Salmonella PhoP GFP,M. tuberculosis
C=CCNc1nc(Cl)nc(Nc2cc(Cl)ccc2OC)n1,2%,-6%,1.8%,-1%,-12%
Cc1ccc(C(=O)CCNc2ccc(F)c(Cl)c2)o1,-5%,-28%,0.1%,-15%,i
CCC1CCCCN1CCCNC(=O)C1CCN(S(=O)(=O)N2CCC3(CC2)OCCO3)CC1 (stereo not drawn),-4%,-11%,4.5%,-3%,-1%
CCOc1cc2[nH]c(=S)n(Cc3ccc(C(=O)NCC(OC)OC)cc3)c(=O)c2cc1OCC,7%,0%,2.9%,-8%,9%
COc1c2c(nc3occc13)C(CC=C(C)C)(OC)C(O)CC2 (stereo not drawn),-3%,5%,1.0%,6%,-7%
O=S(=O)(NC1CC1)c1ccc(S(=O)(=O)N2CCC3(CC2)OCCO3)cc1,0%,-12%,0.5%,-18%,-4%
Cc1nn(C(=O)c2ccco2)c(C)c1CN1C(=O)c2ccccc2C1=O,-7%,-2%,i,-10%,1%
O=C1NC(Nc2nccs2)(C(F)(F)F)C(=O)N1CCc1ccccc1 (stereo not drawn),-8%,9%,2.7%,-1%,14%
O=c1c2ccccc2sn1-c1cc(S(=O)(=O)N2CCOCC2)ccc1N1CCCC1,-21%,8%,3.6%,-1%,23%
COc1ccc(C2(CNC(=O)c3ccc(C)cc3)CCOCC2)cc1,-6%,-17%,1.1%,6%,-2%
Cc1cccc2cc(CN(CCCO)C(=O)Nc3ccccc3Cl)c(=O)[nH]c12,6%,-8%,10%,5%,10%
Cc1cc(=O)n2nc(N3CCCC(C(=O)NC4CCC(C)CC4)C3)sc2n1 (stereo not drawn),5%,-8%,i,-14%,4%
COC(=O)CCC(=O)OC1(C)C(=O)C2=CN(c3ccccc3)C(c3ccc(OC)cc3)=CC2=C(Br)C1=O (stereo not drawn),5%,8%,1.1%,-4%,13%
Clc1ccc2noc(-c3ccccc3)c2c1,8%,1%,0.5%,0%,-2%
CN(C)C(=O)c1snnc1-c1ccccc1,-9%,3%,0.0%,-10%,-6%
c1cc2c(cc1[C@H]1OC[C@H]3[C@@H]1CO[C@@H]3c1ccc3c(c1)OCO3)OCO2,28%,7%,2.7%,-8%,25%
COc1ccc(-n2c(C)nc3cc(C(=O)N4CCOCC4)ccc32)cc1,6%,-8%,1.9%,-1%,-4%
COc1cc(/C=C2\COC/C(=C\c3cc(OC)c(OC)c(OC)c3)C2=O)cc(OC)c1OC,.,9%,31%,.,.
Cc1ccc(S(=O)(=O)N(C)C)cc1NC(=S)NCc1ccco1,0%,3%,1.8%,0%,35%

# 2 entries drawn at random from those above:
SMILES,H37Rv inhibition,influenza NS1A,VEEV TC-83 Vero,Salmonella PhoP GFP,M. tuberculosis
COc1ccc(-n2c(C)nc3cc(C(=O)N4CCOCC4)ccc32)cc1,6%,-8%,1.9%,-1%,-4%
O=S(=O)(NC1CC1)c1ccc(S(=O)(=O)N2CCC3(CC2)OCCO3)cc1,0%,-12%,0.5%,-18%,-4%

# Nothing new here: an excerpt of the list.
SMILES,H37Rv inhibition,influenza NS1A,VEEV TC-83 Vero,Salmonella PhoP GFP,M. tuberculosis
C=CCNc1nc(Cl)nc(Nc2cc(Cl)ccc2OC)n1,2%,-6%,1.8%,-1%,-12%
Cc1ccc(C(=O)CCNc2ccc(F)c(Cl)c2)o1,-5%,-28%,0.1%,-15%,i
CCC1CCCCN1CCCNC(=O)C1CCN(S(=O)(=O)N2CCC3(CC2)OCCO3)CC1 (stereo not drawn),-4%,-11%,4.5%,-3%,-1%
CCOc1cc2[nH]c(=S)n(Cc3ccc(C(=O)NCC(OC)OC)cc3)c(=O)c2cc1OCC,7%,0%,2.9%,-8%,9%
COc1c2c(nc3occc13)C(CC=C(C)C)(OC)C(O)CC2 (stereo not drawn),-3%,5%,1.0%,6%,-7%
O=S(=O)(NC1CC1)c1ccc(S(=O)(=O)N2CCC3(CC2)OCCO3)cc1,0%,-12%,0.5%,-18%,-4%
Cc1nn(C(=O)c2ccco2)c(C)c1CN1C(=O)c2ccccc2C1=O,-7%,-2%,i,-10%,1%
O=C1NC(Nc2nccs2)(C(F)(F)F)C(=O)N1CCc1ccccc1 (stereo not drawn),-8%,9%,2.7%,-1%,14%
O=c1c2ccccc2sn1-c1cc(S(=O)(=O)N2CCOCC2)ccc1N1CCCC1,-21%,8%,3.6%,-1%,23%
COc1ccc(C2(CNC(=O)c3ccc(C)cc3)CCOCC2)cc1,-6%,-17%,1.1%,6%,-2%
Cc1cccc2cc(CN(CCCO)C(=O)Nc3ccccc3Cl)c(=O)[nH]c12,6%,-8%,10%,5%,10%
Cc1cc(=O)n2nc(N3CCCC(C(=O)NC4CCC(C)CC4)C3)sc2n1 (stereo not drawn),5%,-8%,i,-14%,4%
COC(=O)CCC(=O)OC1(C)C(=O)C2=CN(c3ccccc3)C(c3ccc(OC)cc3)=CC2=C(Br)C1=O (stereo not drawn),5%,8%,1.1%,-4%,13%
Clc1ccc2noc(-c3ccccc3)c2c1,8%,1%,0.5%,0%,-2%
